# TLR4-MyD88 BLA: inhibitors of human TLR4-MyD88 binding; inhibition, % at 8.4 µM; O00206+Q99836; HeLa CL3-4 TLR4/MyD88 BLA complementation, FRET ratio; 0.18% of 200,000 active; in the data active = inhibition above about 25%;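 note: 0% = vehicle and 100% = reference inhibitor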
# Target sequence (O00206 whole entry, looked up): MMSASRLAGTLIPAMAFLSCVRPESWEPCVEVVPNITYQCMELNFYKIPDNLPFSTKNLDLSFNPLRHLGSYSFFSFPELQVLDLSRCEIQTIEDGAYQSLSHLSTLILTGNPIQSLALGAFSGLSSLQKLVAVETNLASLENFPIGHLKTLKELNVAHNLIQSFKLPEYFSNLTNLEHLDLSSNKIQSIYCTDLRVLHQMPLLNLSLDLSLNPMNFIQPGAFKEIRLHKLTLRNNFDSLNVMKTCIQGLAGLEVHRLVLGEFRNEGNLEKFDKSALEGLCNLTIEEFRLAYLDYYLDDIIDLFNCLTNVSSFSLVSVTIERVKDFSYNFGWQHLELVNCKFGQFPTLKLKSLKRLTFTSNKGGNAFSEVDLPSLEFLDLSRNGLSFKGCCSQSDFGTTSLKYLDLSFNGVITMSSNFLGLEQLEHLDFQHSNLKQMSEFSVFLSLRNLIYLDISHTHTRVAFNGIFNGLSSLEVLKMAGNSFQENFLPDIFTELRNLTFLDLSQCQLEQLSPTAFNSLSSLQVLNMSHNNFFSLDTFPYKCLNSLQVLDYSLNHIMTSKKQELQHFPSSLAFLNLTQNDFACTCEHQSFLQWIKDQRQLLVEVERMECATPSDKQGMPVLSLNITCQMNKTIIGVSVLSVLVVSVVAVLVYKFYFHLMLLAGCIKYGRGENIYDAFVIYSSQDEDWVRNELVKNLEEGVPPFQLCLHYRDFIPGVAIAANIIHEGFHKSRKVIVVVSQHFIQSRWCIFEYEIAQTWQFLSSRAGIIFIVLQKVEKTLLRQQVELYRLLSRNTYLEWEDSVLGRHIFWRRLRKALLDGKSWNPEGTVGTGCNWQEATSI
# Target sequence (Q99836 whole entry, looked up): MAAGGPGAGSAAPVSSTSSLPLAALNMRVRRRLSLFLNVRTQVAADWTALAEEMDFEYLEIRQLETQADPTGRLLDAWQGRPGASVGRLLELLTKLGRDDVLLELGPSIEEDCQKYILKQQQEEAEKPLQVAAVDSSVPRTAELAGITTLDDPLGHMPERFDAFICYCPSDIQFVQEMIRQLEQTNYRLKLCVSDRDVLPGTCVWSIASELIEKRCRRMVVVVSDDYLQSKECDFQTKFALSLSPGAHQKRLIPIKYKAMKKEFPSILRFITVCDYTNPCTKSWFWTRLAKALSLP
# STAT3 blocker: STAT3 signaling inhibition; inhibition, % at 5.5 µM; U3A cells, IL-6 STAT3-luciferase reporter, luminescence; host cell line lacks STAT1; AID 862; 0.89% of 190,000 active;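 active = inhibition above the mean inhibition across all screened compounds plus 3 SD, cut at about 44% in these data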;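 note: 0% = DMSO only wells and 100% = 100 µM nifuroxazide control wells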
# Diaphorase act: diaphorase activation or chemical reduction counter-screen; Diaphorase/resazurin coupled assay, resorufin fluorescence, 16 min; active compounds read high; 1 = vehicle wells, 0 = NADH-free wells; activation factor at 20 µM; 0.005% of 190,000 active; AID 1229;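 active = diaphorase activity raised at least twofold by the compound at 20 µM; inactive = activation factor below 2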
#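 Material: purified diaphorase enzyme from Clostridium kluyveri / Medium: HEPES pH 7.4 buffer with MgCl2 and Tween 20 / Schedule: enzyme reaction of 16 min at room temperature / Measured by: resorufin fluorescence, excitation 544 nm, emission 590 nm / Evaluation: rise in resorufin formation, marking diaphorase activation or chemical reduction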
# APP 5UTR inh: APP translation inhibition; SH-SY5Y APP 5'UTR-luciferase reporter, luminescence; inhibition, % at 2 µM; 0.82% of 190,000 active; AID 1285;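 active = inhibition above a set limit, derived from the sample mean plus 3 SD, cut at about 45% in these data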; note: values of inactives mirror those of a sister screen read the other way
# Hsp70 activator: switches on Hsp70 transcription | HeLa Hsp70 promoter luciferase reporter, luminescence; scaled: vehicle 0, proteasome-inhibitor control 100% | activation, % at 10 µM | 0.04% of 200,000 active;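 active = activation above the mean across all tested compounds plus 3 SD, cutoff set per campaign, cut at about 5.5% in these data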;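 note: 100% = MG132 at 30 µM as the positive control and 0% = DMSO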
# STAT3 act: increases IL-6 driven STAT3 reporter signal | U3A cells, IL-6 STAT3-luciferase reporter, luminescence; 100% = signal with IL-6 EC80 alone | activation (% of control), % at 5.6 µM | 0.91% of 190,000 active | AID 871;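 active = activation above the screen-wide mean of compound activation plus 3 SD, cut at about 130% in these data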;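 note: 0% = background luminescence of wells with medium and substrate only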
#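 Test system: Human STAT1-deficient U3A cells with stable STAT3-luciferase reporter | Also added: Interleukin-6, 33 ng/mL | Timing: Compound pre-incubation 1 h before IL-6, then 6 h stimulation at 37 °C | Technique: Luciferase reporter luminescence | Read-out: Percent of IL-6-only median luminescence | Benchmarks: IL-6-only wells as 100% reference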
# G6PDH counter: counter-screen for G6PDH assay hits: L. mesenteroides G6PDH inhibition | Purified L. mesenteroides G6PDH, diaphorase/resazurin coupled fluorescence, 45 min | inhibition, % at 5 µM | 0.12% of 200,000 active | AID 1020; in the data active = inhibition above about 50%
# STAT1 act: STAT1 signaling activation. AID 932. activation (% of control), % at 5.5 µM. 2.6% of 200,000 active. NIH 3T3 STAT1-luciferase reporter, IFN-gamma, luminescence; 100% = IFN-gamma alone, no compound;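 active = activation above the screen-wide mean activation plus 3 SD, cut at about 130% in these data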;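 note: raw ratio to IFN-gamma control signal so 100% means no change and 0% no light; values of inactives mirror those of a sister screen read the other way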
# STAT1 inh: STAT1 signaling inhibition. NIH 3T3 STAT1-luciferase reporter, IFN-gamma, luminescence. inhibition, % at 5.5 µM. 0.35% of 200,000 active. AID 920;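 active = inhibition above a set limit, the mean inhibition across all tested compounds plus 3 SD, cut at about 34% in these data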;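 note: 0% = IFN-gamma with DMSO and 100% = IFN-gamma with 300 µM nifuroxazide; values of inactives mirror those of a sister screen read the other way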
# Diaph inh CS: inhibits diaphorase or chemically oxidizes, flagging diaphorase assay artifacts; diaphorase resazurin-to-resorufin fluorescence, NADH, 16 min; bacterial (C. kluyveri) enzyme, not human; inhibition, % at 20 µM; 0.69% of 190,000 active; AID 1217;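 active = primary screen inhibition at 20 µM above a set limit, cut at about 50% in these data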;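 note: plate controls were DMSO with full reaction for no effect and wells lacking NADH for full effect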
#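 Detection: fluorescence of resorufin formed from resazurin, Ex 544/Em 590 nm; test system: Clostridium kluyveri diaphorase enzyme; amount: 0.14 U/mL diaphorase, enzyme working solution; times: 16-min room-temperature incubation before reading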
# Active calls of the source: *; . = no result given.
SMILES,TLR4-MyD88 BLA,STAT3 blocker,Diaphorase act,APP 5UTR inh,Hsp70 activator,STAT3 act,G6PDH counter,STAT1 act,STAT1 inh,Diaph inh CS
CCOC(=O)C(NC(C)=O)(Nc1ccc(S(=O)(=O)Nc2cc(C)nc(C)n2)cc1)C(F)(F)F (centres undefined),5,-4,0.9,3,-0.2,105,3,97,4,6
CCNC(=O)N1CCN(C(=O)NCC)CC1,-11,1,1.1,-12,0.0,103,12,104,-8,-13
CCn1c2ccccc2c2cc(/C=N/NC(=O)c3ccccc3C)ccc21,-4,16,0.9,79*,-0.3,90,-10,109,-10,13
CCc1n[nH]c(=O)n1Cn1c(CC)n[nH]c1=O,11,1,0.9,-8,-0.4,99,0,99,2,6
CCOC(=O)CN(C(=O)Cn1nnc2ccccc21)C(C(=O)NCCOC)c1ccccc1 (centres undefined),0,11,0.9,9,-0.4,94,0,96,5,11
COc1cc(C(=O)N2CCN(S(=O)(=O)c3cccs3)CC2)cc(OC)c1C,0,2,0.5,-10,0.4,100,1,108,-10,46
CSCC[C@H](NC(=O)Nc1cccc(C(F)(F)F)c1)C(=O)O,8,10,1,-8,-0.6,96,6,96,5,0
COc1ccc(C2C3=C(CC(C)(C)CC3=O)N(C)C3=C2C(=O)CC(C)(C)C3)cc1,6,3,1.1,-20,-0.5,101,0,102,-3,-9
COc1cccc(C(=O)N2CCOCC2)c1OC,-14,0,0.9,-19,-0.3,103,11,103,-5,13
CCOC(=O)C1=C(C)NC(=S)NC1c1ccsc1 (centres undefined),0,2,0.9,-7,-0.1,102,3,103,-4,13
COc1ccc(-c2cc(C(=O)Nc3c(C)nn(Cc4ccccc4Cl)c3C)no2)cc1,0,25,1,17,-0.4,84,8,89,12,3
COc1ccc(CS(=O)(=O)/C(Cl)=C(/Cl)C(=O)Nc2ccc(OC)nc2)cc1,25*,-4,0.9,84*,2.7,108,5,124,-27,5
O=C(O)c1cc([N+](=O)[O-])c(NCc2cccnc2)c([N+](=O)[O-])c1,0,3,1,-18,-0.4,102,4,103,-3,1
COc1ccc(C2C3=C(CC(C)(C)CC3=O)Nc3cc4c(cc32)OCO4)cc1 (centres undefined),-3,6,0.8,-5,-0.6,98,1,101,-1,18
O=C(CSc1ccc(Cl)cc1)NCC1CCCO1 (centres undefined),-2,0,0.9,4,-0.3,100,0,95,6,10
COc1ccc(/C=C2\SC(=O)N(CCNC(=O)C3CC4C=CC3C4)C2=O)cc1 (centres undefined),-8,-28,0.8,-202,-0.1,125,1,159*,-64,24
COc1ccc(NC(=O)CC23CC4CC(CC(C4)C2)C3)cn1,4,6,0.9,-8,-0.1,97,12,110,-12,12
COc1ccc(NC(=S)SC)cc1OC,-3,0,0.9,2,-0.2,100,7,93,8,11
Cc1c(/C(O)=C2/C(=O)C(=O)N(Cc3cccnc3)C2c2ccccn2)cnn1-c1ccccc1 (centres undefined),6,64*,0.8,-17,-0.1,50,16,49,55*,22
CC(Cc1ccccc1)N/C=C1\CC(=O)NC1=O (centres undefined),-5,9,0.9,4,0.2,96,-5,99,2,13
COCCNC(=O)c1onc(CSc2ccccc2F)c1C(=O)O,-1,3,0.8,-4,0.0,104,4,96,4,16
CCOCCCNC(=O)C1CCN(S(=O)(=O)N2CC(C)CC(C)C2)CC1 (centres undefined),-6,1,0.9,-2,0.7,102,0,98,3,14
Cc1ccc(-n2c(Cc3cccn3C)nnc2SCC(=O)N2CCN(c3ccccc3)CC2)cc1,-8,7,0.7,-22,-0.5,99,11,96,4,28
CNC(=O)c1ccccc1S(=O)(=O)c1ccccc1C#N,6,11,0.9,-13,0.0,91,16,98,2,9
O=C(CSc1ccc(F)cc1)NC1CCCCC1,-4,-7,0.9,-36,0.2,112,4,123,-28,11
O=C(Nc1ccccc1C(=O)N1CCOCC1)c1ccc([N+](=O)[O-])cc1,4,8,1.2,-4,-0.2,97,9,100,-3,-16
O=C(NC1CCCC1)C(c1ccccn1)N(C(=O)c1csnn1)C1CCCC1 (centres undefined),-6,6,1,-10,-0.1,98,8,94,8,-1
COc1ccc(NC(=O)Cc2ccc(C)c(C)c2)cc1Cl,-13,10,0.9,-9,0.0,94,-1,95,6,6
CCn1c(Cn2nnc(-c3ccccc3)n2)nnc1SCC(=O)N1CCOCC1,2,-5,0.9,3,-0.5,105,5,100,0,8
O=S(=O)(c1cccc(NC(=S)Nc2ccc(Br)cc2Cl)c1)N1CCOCC1,6,0,1.1,-8,-0.2,100,7,100,0,-8
Cc1cc(C)n(CCc2nc(-c3ccco3)cs2)n1,11,10,0.8,-10,-0.3,95,-1,99,1,23
COc1ccc(C2CC(c3ccccc3OC(C)=O)=NN2C(=O)/C=C/c2ccccc2)cc1OC (centres undefined),7,-1,0.8,-7,-0.2,104,13,112,-13,16
N#Cc1c2n(c3c(=O)n(Cc4ccccc4Cl)cnc13)CCCC2,-19,-11,0.9,-2,0.0,110,12,117,-19,12
CNc1ncc(C(=O)c2ccccc2)s1,5,-21,1,-26,-0.1,118,8,114,-16,3
CCOc1ccc(C(Nc2ccc(C)cc2)P2(=O)OCC(C)(C)CO2)cc1 (centres undefined),-10,7,0.9,-4,-0.2,98,7,105,-6,12
CCCCN(c1ccccc1)c1ncnc2nc[nH]c12,16,12,1.1,0,-0.4,90,22,94,7,-8
S=C(c1ccc(Br)cc1)N1CCN(Cc2ccccc2)CC1,-3,18,0.9,-6,0.6,88,-4,93,7,10
CCOc1c(OC)cccc1C1CC(=O)Nc2cc3c(cc21)OCCO3 (centres undefined),-18,-3,1,2,-0.2,102,4,100,1,0
COc1ccc(Cl)cc1NC(=O)Cn1c(NCCO)nc2ccccc21,-7,2,1,-14,-0.2,100,1,101,-4,2
COc1ccc(-n2ncc(N(C)n3cccc3)c(Cl)c2=O)cc1,-11,5,0.9,-133,0.3,101,5,134*,-37,8
S=C(NCc1cccs1)Nc1ccc(Cl)cc1,-7,12,0.7,-6,0.1,99,4,100,0,28
C=CCn1c(O)c(N=NC(=O)CNC(=O)/C=C/c2ccco2)c2ccccc21,0,-10,0.8,0,0.0,113,-15,100,0,17
Cc1nn(C)cc1C(=O)Nc1cc(Oc2ccc(Cl)cc2)cc([N+](=O)[O-])c1,6,-10,1,2,-0.4,106,-4,95,5,2
Cc1ccc(S(=O)(=O)NC(N)=NCCc2ccc(Cl)cc2)cc1,-9,22,0.8,-8,-0.3,84,14,90,11,17
O=C(NC1=NCCS1)c1ccc(Cl)c(S(=O)(=O)N2CCOCC2)c1,9,1,0.8,-4,-0.2,100,5,94,7,19
CCOC(=O)N1CCC(Nc2ncnc3c2cnn3-c2ccc(C)cc2C)CC1,-4,64*,0.9,18,0.0,51,-12,86,16,6
COc1ccccc1N1CCN(S(=O)(=O)c2cccc(F)c2)CC1,8,-3,0.9,-12,-0.4,104,2,105,-3,14
CCOc1ccc(NC(=O)Nc2cc(C)on2)cc1,-11,7,1,-68,0.3,96,-1,116,-18,3
COc1ccc(Cl)cc1NC(=O)CN(C)CC(=O)Nc1ccccc1C(F)(F)F,4,0,0.9,6,-0.1,101,4,99,0,12
O=C(O)CC1SC(N/N=C/c2ccc(Br)cc2)NC1=O (centres undefined),4,7,1,-31,-0.4,100,2,100,-2,-4
CC(C)(C#CC(O)(c1ccccc1)c1ccccc1)N1CCCC1,-10,6,0.7,8,0.8,103,6,93,8,32
CC(=O)N1CCC2(CC1)C(C#N)=C(N)Oc1c2sc2nc(C)cc(C)c12,5,15,0.9,-7,0.0,92,12,89,11,6
CCC1(CC)NC(=O)N(CC(=O)OCC(=O)Nc2sccc2C#N)C1=O,-3,-8,0.9,-7,0.1,113,-1,102,-4,12
COc1cccc(-c2nc(-c3ccc(NC(=O)c4ccncc4)cc3)no2)c1,-3,12,1.1,-24,-0.1,92,3,101,-2,-6
CCN(c1ccccc1)S(=O)(=O)c1cc(C(=O)O)ccc1C,7,4,0.9,-12,-0.3,100,2,104,-5,12
CC1(c2ccccc2)NC(=O)N(CC#N)C1=O (centres undefined),1,-13,0.9,-20,-0.4,111,4,96,5,13
CN1\C(=C/C=C/C=C/C=[N+](C)C)C(C)(C)c2ccccc21,-11,54*,0.9,10,-0.3,58,-2,70,31,14
CCOC(=O)c1cnc(-c2ccccc2)nc1N1CC(C)OC(C)C1 (centres undefined),-11,3,1.1,-10,0.1,105,5,104,-7,-8
O=C(CCc1ccccc1)Nc1ccc(NC(=O)c2ccco2)nc1,-5,-1,1,-26,0.1,103,2,117,-19,4
O=C(NCc1cccnc1)c1cccc(-c2cc3ccccc3oc2=O)c1,-5,26,0.9,-8,0.7,84,24,98,1,11
# Next entries follow.
SMILES,TLR4-MyD88 BLA,STAT3 blocker,Diaphorase act,APP 5UTR inh,Hsp70 activator,STAT3 act,G6PDH counter,STAT1 act,STAT1 inh,Diaph inh CS
C/C(=N\NC(=O)c1ccoc1C)c1cccnc1,6,-2,1,-152,0.2,102,-13,143*,-48,4
COc1ccc(N(C)C2=NS(=O)(=O)c3ccccc32)cc1,4,-3,1,.,-0.4,103,5,93,11,-2
CCCn1c(SCC(=O)/C(C#N)=C(\C)N)n[nH]c1=O,5,3,0.8,-13,-0.5,102,2,100,-1,18
O=C(NC1CCCCC1)C(c1ccncc1)N(Cc1ccccc1)C(=O)c1ccc(-c2ccccc2)[nH]1 (centres undefined),7,6,0.8,23,0.1,105,2,100,0,23
Cc1noc(C)c1COC(=O)CCCNC(=O)c1ccc(Cl)cc1,-5,6,0.9,-99,-0.2,97,10,99,1,8
Cc1cc(NC(=O)CN2CCCC2c2nc3ccccc3s2)no1 (centres undefined),-6,10,1,-6,-0.3,96,5,102,-3,3
N/C(Cc1ccc(Cl)cc1Cl)=N\OC(=O)Cc1ccc(Cl)cc1,-3,-10,0.9,10,-0.1,106,-12,91,10,12

# A stretch of the results above:
SMILES,TLR4-MyD88 BLA,STAT3 blocker,Diaphorase act,APP 5UTR inh,Hsp70 activator,STAT3 act,G6PDH counter,STAT1 act,STAT1 inh,Diaph inh CS
CCCn1c(SCC(=O)/C(C#N)=C(\C)N)n[nH]c1=O,5,3,0.8,-13,-0.5,102,2,100,-1,18
O=C(NC1CCCCC1)C(c1ccncc1)N(Cc1ccccc1)C(=O)c1ccc(-c2ccccc2)[nH]1 (centres undefined),7,6,0.8,23,0.1,105,2,100,0,23
Cc1noc(C)c1COC(=O)CCCNC(=O)c1ccc(Cl)cc1,-5,6,0.9,-99,-0.2,97,10,99,1,8
Cc1cc(NC(=O)CN2CCCC2c2nc3ccccc3s2)no1 (centres undefined),-6,10,1,-6,-0.3,96,5,102,-3,3
N/C(Cc1ccc(Cl)cc1Cl)=N\OC(=O)Cc1ccc(Cl)cc1,-3,-10,0.9,10,-0.1,106,-12,91,10,12
